NSD2 inh: inhibitors of human histone methyltransferase NSD2; inhibition, % at 12.5 µM; hit rate 0.54% among 310,000; NSD2 peptide methylation, AlphaScreen, 120 min; in the data active = inhibition above about 50%
PKA-R2B act: activates the human PKA-R2B holoenzyme complex | AID 504700 | PKA-R2B holoenzyme dissociation, Cy5-IP20 fluorescence polarization; R2B truncated from residue 108, S112A mutant; 0% DMSO only, 100% 113 µM cGMP | hit rate 0.079% among 340,000 | P22694+P31323 | activation, % at 11.4 µM;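 active = activation above a cutoff set at the mean over all compounds plus 3 SD, cut at about 18% in these data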;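 note: higher means more holoenzyme dissociation and a rise in polarization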
Target sequence (P31323 whole entry, looked up, other chains not shown, the tested form may be a part): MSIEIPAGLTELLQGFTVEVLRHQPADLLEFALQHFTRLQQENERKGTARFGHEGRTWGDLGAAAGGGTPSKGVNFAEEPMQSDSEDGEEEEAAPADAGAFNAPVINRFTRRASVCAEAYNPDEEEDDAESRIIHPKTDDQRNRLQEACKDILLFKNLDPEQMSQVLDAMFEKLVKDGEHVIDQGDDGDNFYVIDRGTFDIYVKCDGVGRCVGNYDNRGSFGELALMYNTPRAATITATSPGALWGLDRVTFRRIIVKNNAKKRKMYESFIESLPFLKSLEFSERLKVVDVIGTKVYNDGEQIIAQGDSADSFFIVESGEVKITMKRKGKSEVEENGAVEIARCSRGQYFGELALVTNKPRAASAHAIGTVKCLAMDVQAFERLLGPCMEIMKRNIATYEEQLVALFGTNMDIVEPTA
LANA DNA inh: inhibitors of KSHV LANA C-terminal domain DNA binding; MBP-C-LANA/FAM-LBS DNA binding, fluorescence polarization; hit rate 0.078% among 340,000; AID 504423; inhibition, % at 9 µM;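 active = highest replicate inhibition at or above 60% at 9 µM, even if other replicates fall short; inactive = all replicates below 60% inhibition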;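 note: 0% = neutral control wells and 100% = 4 µM acridine orange control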
SR-BI DiI inh: mouse SR-BI HDL lipid transfer inhibition. ldlA[mSR-BI] CHO cells, DiI-HDL uptake fluorescence, 3 h. hit rate 0.96% among 320,000. Q61009. inhibition, % at 12.5 µM;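 active = mean replicate inhibition of at least 70% and a set share of replicates each scoring 70 or more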;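 note: 0% = median of neutral control wells and 100% = median of positive control wells; values of inactives mirror those of a sister screen read the other way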
RTF Ca sens inh: cardiac RTF calcium desensitization; P19429+P45379; IANBD-labeled cardiac RTF, Ca2+ fluorescence; inhibition, % at 7.15 µM; hit rate 0.12% among 340,000; AID 493244;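 active = inhibition above the mean inhibition of all tested compounds plus 3 SD, cut at about 17% in these data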;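 note: assay run at fixed EC70 calcium of 1.6 mM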
Arrestin-AP2 inh: human beta-arrestin and AP2 interaction inhibition; FITC-arrestin peptide / GST-AP2 beads, flow cytometry; AP2 beta2 appendage carries R879A mutation; inhibition, % at 10 µM; AID 504490; hit rate 0.31% among 340,000;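 active = inhibition above a set limit, near 3 SD of compounds lacking own fluorescence, cut at about 54% in these data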;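 note: plate controls were DMSO wells for no effect and 5 µM unlabelled arrestin peptide for full effect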
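Material – AP2 appendage R879A on GSH beads · Buffer or medium – PBS with 0.05% Tween 20 and 0.1% BSA · Probe or stimulus – fluorescein-tagged arrestin peptide at 50 nM final · Incubation – compound with beads 12 min RT, then probe 1 h RT · Detection – high-throughput flow cytometry of beads, ex 488, em 535 nm · Evaluation – percent response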
DAGLB inhibitor: diacylglycerol lipase beta (human) inhibition; Q8NCG7; HEK293T DAGLB membrane lysate, EnzChek fluorogenic substrate; inhibition, % at 5.17 µM; hit rate 0.059% among 340,000; AID 504411; in the data active = inhibition above about 34%;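 note: 0% = enzyme with vehicle and 100% = wells lacking enzyme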
Target sequence (Q8NCG7 whole entry, looked up): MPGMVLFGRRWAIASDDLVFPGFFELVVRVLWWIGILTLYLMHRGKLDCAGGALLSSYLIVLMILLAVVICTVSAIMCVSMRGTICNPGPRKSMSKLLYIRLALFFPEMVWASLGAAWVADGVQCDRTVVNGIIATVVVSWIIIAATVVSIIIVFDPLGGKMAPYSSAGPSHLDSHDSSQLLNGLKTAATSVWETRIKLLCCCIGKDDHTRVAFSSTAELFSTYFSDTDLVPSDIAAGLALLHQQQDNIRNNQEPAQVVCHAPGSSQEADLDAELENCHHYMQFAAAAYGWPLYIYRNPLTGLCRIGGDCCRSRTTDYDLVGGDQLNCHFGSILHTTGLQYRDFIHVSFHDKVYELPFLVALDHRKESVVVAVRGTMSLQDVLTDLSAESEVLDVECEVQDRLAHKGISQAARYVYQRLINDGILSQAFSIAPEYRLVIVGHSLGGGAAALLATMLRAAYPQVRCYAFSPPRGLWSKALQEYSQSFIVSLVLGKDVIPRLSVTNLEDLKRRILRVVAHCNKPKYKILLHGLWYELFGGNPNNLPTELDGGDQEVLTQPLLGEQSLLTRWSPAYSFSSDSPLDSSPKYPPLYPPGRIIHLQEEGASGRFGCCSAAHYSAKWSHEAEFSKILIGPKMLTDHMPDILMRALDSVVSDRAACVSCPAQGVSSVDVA
PvdQ inh: P. aeruginosa PvdQ acylase inhibition. purified PvdQ acylase, fluorescence plate reader. hit rate 0.063% among 340,000. inhibition, % at 10 µM; in the data active = inhibition above about 30%, passing the limit was not always enough;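 note: 0% = vehicle neutral wells and 100% = reference inhibitor wells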
SR-BI uptake up: enhances SR-BI lipid uptake from DiI-HDL. CHO ldlA[mSR-BI] cells, DiI-HDL uptake fluorescence, 3 h; 100 = double the neutral-control signal. activation, % at 12.5 µM. hit rate 0.096% among 320,000;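 active = mean replicate activation of at least 60% and every replicate at or above 60%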;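 note: 0% = median plate neutral-control signal and 100% = twice that signal; values of inactives mirror those of a sister screen read the other way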
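Assay system: LDL receptor-deficient CHO ldlA cells overexpressing murine SR-BI / Medium: BSA-supplemented, HEPES-buffered Ham's F12, pH 7.4 / Probe or stimulus: DiI-labelled HDL at 10 µg/mL final / Timing: compound with DiI-HDL co-incubation, 3 h at 37 °C / Technique: bottom-read cell fluorescence after medium removal, ex 550/em 595 nm / Measure: HDL uptake via cellular fluorescence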
Keap1 Nrf2 FP: Keap1-Nrf2 (human) interaction inhibition. Keap1 Kelch-Nrf2 peptide fluorescence polarization, 1536-well. inhibition, % at 9.4 µM. hit rate 0.15% among 340,000. AID 504523; in the data active = inhibition above about 12%;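 note: human Keap1 Kelch domain with fluorescein labeled Nrf2 9mer peptide probe; 0% = neutral control wells and 100% = peptide positive control; higher means more block of Keap1 binding to Nrf2 peptide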
An asterisk follows results filed as active; . = not tested or not shown.

SMILES	NSD2 inh	PKA-R2B act	LANA DNA inh	SR-BI DiI inh	RTF Ca sens inh	Arrestin-AP2 inh	DAGLB inhibitor	PvdQ inh	SR-BI uptake up	Keap1 Nrf2 FP
NS(=O)(=O)c1ccc(CNC(=O)CC23CC4CC(CC(C4)C2)C3)cc1	4	1	-1.2	-11	-8	5	2	-19	11	-4
CC(CC1C(C#N)=C(N)OC2=C1C(=O)CCC2)c1ccccc1 (centres undefined)	-8	7	.	-4	10	2	-2	7	4	-2
COc1cccc(NC(=O)COC(=O)c2c(C)nn(-c3ccccc3)c2C)c1	5	-9	1.2	-16	4	1	-12	7	16	-6
Cc1cc(C)n(-c2ccc(C(=O)NCc3cccs3)cc2)n1	-1	-1	0.9	16	-17	-9	1	-11	-16	-6
CCOCCc1nnc(NC(=O)CSc2ccccc2)s1	1	-10	-1.7	-8	0	0	-4	-19	8	5
COc1ccc2c(Cl)c(C(=O)OCC(=O)c3ccc4c(c3)NC(=O)CO4)sc2c1Cl	-3	-8	1.4	.	0	15	1	6	.	-4
Cc1ccc(NC(=O)CN(C)C(=O)COc2cccc3ccc(C)nc23)cc1	0	3	-1.6	16	1	3	-1	-14	-16	1
COC(=O)c1cc(S(=O)(=O)NCc2cccc(OC)c2)cn1C	.	3	1.1	-11	-1	26	-4	12	11	-1
COc1ccc(CC(=O)NNC(=O)CSc2nc(C)c(C)c(=O)[nH]2)cc1	-2	-4	0.7	20	8	-2	-1	1	-20	2
CC(=O)CCc1oc2ccc([N+](=O)[O-])cc2c1-c1ccc(C)o1	39	0	-0.2	1	-1	-8	0	-7	-1	-2
COc1ccnc(Oc2ccc(F)cc2)c1C(=O)N/C=N/OCc1ccc(F)cc1	-21	7	0.1	-2	-11	-4	-1	-10	2	5
CS(=O)(=O)N1CCC(C(=O)Nc2ccc(F)cc2F)CC1	-10	6	-0.1	-9	-1	-3	-2	-11	9	3
CO/N=C/C(=N\Nc1ccc(C)cc1)C(=O)c1ccc(OC)cc1	-4	4	0.9	2	5	34	-1	9	-2	2
CCOc1c(OC)cccc1C(=O)NCC1(c2ccccc2)CCCC1	-5	-7	2.7	5	6	-7	1	0	-5	-5
COCCN(CC1CCCN(C2Cc3ccccc3C2)C1)C(=O)c1cccs1 (centres undefined)	2	11	-0.7	-14	-7	-10	3	-10	14	-3

Full records, quoted from the list. Order of values: NSD2 inh	PKA-R2B act	LANA DNA inh	SR-BI DiI inh	RTF Ca sens inh	Arrestin-AP2 inh	DAGLB inhibitor	PvdQ inh	SR-BI uptake up	Keap1 Nrf2 FP
COCCN(CC1CCCN(C2Cc3ccccc3C2)C1)C(=O)c1cccs1 (centres undefined) across the screens: 2	11	-0.7	-14	-7	-10	3	-10	14	-3
CO/N=C/C(=N\Nc1ccc(C)cc1)C(=O)c1ccc(OC)cc1 across the screens: -4	4	0.9	2	5	34	-1	9	-2	2

More results follow.
SMILES	NSD2 inh	PKA-R2B act	LANA DNA inh	SR-BI DiI inh	RTF Ca sens inh	Arrestin-AP2 inh	DAGLB inhibitor	PvdQ inh	SR-BI uptake up	Keap1 Nrf2 FP
O=C(c1cc(-c2cccc(O)c2)on1)N1CCN(C(c2ccccc2)c2ccccc2)CC1	.	3	1.3	-11	2	14	-3	7	11	-6
CC(C)CCC(=O)N1CCOC1=O	.	4	1.2	3	3	7	-1	-15	-3	-2
C/C=C/C(=O)Nc1cccc(C2=NOC3(C2)C[C@H](C(N)=O)N(C(=O)/C=C/C)C3)c1 (some centres undefined)	.	-9	-0.2	-7	-6	-4	3	-2	7	5
C[C@H]1CN=C(N(C)C)N1CC1CCC(C(C)(C)C)CC1 (some centres undefined)	.	2	-0.4	18	-6	0	3	-11	-18	-3
CCc1ccc(N2CC(C(=O)NCCC3=CCCCC3)CC2=O)cc1 (centres undefined)	0	6	-0.1	0	2	-17	-3	-19	0	-6
CS(=O)(=O)c1ccc(Cl)c(C(=O)OCC(=O)NC2CCCCCCC2)c1	-23	-10	-1.4	-6	4	-10	-1	-7	6	-4
Cc1cccc(C)c1-n1c(C)nn(CC#N)c1=O	.	1	0.5	-11	-1	30	5	-6	11	0
CCC(=O)Nc1ccc2c(c1)C(=O)c1ccccc1C2=O	-3	-4	2.1	13	-5	-1	-3	-12	-13	4
CCCCN(C(=O)c1cc(CC)c(C)s1)c1c(N)n(CC(C)C)c(=O)[nH]c1=O	-1	2	1.6	-1	-8	43	3	3	1	4
O=C(NCCC(=O)N1CCN(c2ccccn2)CC1)c1ccc([N+](=O)[O-])cc1	.	0	0.0	-2	-7	-2	-2	-14	2	1
Cc1ccccc1C(=O)N/N=C/c1ccncc1	.	5	0.4	-11	1	11	1	-7	11	2
CCCCN(C(=O)CCCSc1nc2ccccc2[nH]1)c1c(N)n(Cc2ccccc2)c(=O)[nH]c1=O	-3	5	-0.8	5	-12	-22	4	-17	-5	-6
O=C(OCC(=O)N(CCc1ccccc1)Cc1ccccc1)c1ccccc1[N+](=O)[O-]	0	-7	-0.2	8	1	1	-6	-3	-8	1
Cn1c(=O)n(C)c2cc(NS(=O)(=O)c3ccc(C(C)(C)C)cc3)ccc21	1	7	-0.3	4	-3	10	3	-2	-4	-4
COc1ccc(NC(=O)c2c(NC(=O)CNCc3ccco3)sc3c2CCC3)cc1	-2	-12	-1.3	39	3	-1	-6	-6	-39	-7
O=C(NCCc1ccccc1)C1CCCN(S(=O)(=O)c2cccs2)C1 (centres undefined)	.	3	-0.7	3	-9	4	-1	-10	-3	-2
CCc1noc(C)c1C(=O)OCC(=O)NCc1ccc(Cl)cc1	3	5	-0.4	-7	4	-1	1	7	7	-5
CCc1[nH]c(=O)[nH]c1C(C)S(=O)(=O)c1ccc(C)cc1 (centres undefined)	2	2	1.3	-5	-1	10	0	17	5	-8
CCOC(=O)c1c(C)c(C(=O)NCC2CCCO2)c(C)n1CC (centres undefined)	-3	-2	-0.9	-4	-7	-3	-2	-7	4	-6
Cc1ccc(NC(=O)C2CC(O)CN2C(=O)OCc2ccccc2)c(C)c1 (centres undefined)	-3	-3	0.0	0	5	-2	3	-3	0	-4
O=C(NCc1ccccc1C(F)(F)F)c1cccc2c1C(=O)c1ccc(N3CCCCC3)cc1S2(=O)=O	.	-6	4.6	-7	0	34	0	0	7	-10
COc1cc(/C=C/c2[nH]c(=O)[nH]c(=O)c2[N+](=O)[O-])ccc1OCCC(C)C	1	-2	-0.3	-13	3	39	2	-1	13	-1
COc1cccc2c1OCC1COc3c(c(=O)n(C)c(=O)n3C)C21 (centres undefined)	-2	3	-0.8	-1	7	7	-2	8	26	-3
Cc1ccc(OCc2nnc(SCC(=O)NC3CCCCC3)n2C)cc1	-2	-8	0.8	-8	-15	10	0	-9	8	0
CCCn1c(=NC(C)=O)c(C(=O)OCC)cc2c(=O)n3ccccc3nc21	37	-4	-2.8	-16	-3	1	1	-24	16	2
Cc1ccc(C)c(C(=O)CSc2nnc(C)s2)c1	-10	-3	-1.2	-3	-2	29	-2	-2	3	1
O=C(CSc1nc(-c2ccccc2)cc(=O)[nH]1)NCc1ccc2c(c1)OCO2	0	-1	2.4	5	4	23	1	4	-5	4
COC(=O)C(Cc1ccccc1)NS(=O)(=O)c1ccc(F)cc1Br (centres undefined)	.	-7	-2.4	-13	1	20	-3	0	13	-3
COc1cccc(C(=O)NCC(=O)N/N=C/c2ccc3c(c2)OCO3)c1	0	7	-2.1	-16	-6	16	2	3	16	-2
COc1cc(C(=O)NCC2(c3ccccc3)CCCC2)ccc1OC(C)C	-7	-5	1.7	4	3	8	-4	2	-4	-5
Cc1nn(C(C)(C)C)c(C)c1/C=N/OC(=O)Nc1ccc(Cl)cc1	0	6	-1.6	20	-5	-7	-8	5	-20	-3
O=C(COC(=O)c1ccc(Cl)nc1)NC(=O)c1ccccc1	0	11	-0.4	-6	-4	23	-2	10	6	-1
COc1cccc(-c2ccc(NC(=O)C3CCCN(Cc4cnc(C)s4)C3)cc2)c1 (centres undefined)	0	1	1.1	26	0	-6	-1	-3	-26	3
CS(=O)(=O)N(CC(=O)NCCSCc1ccccc1)c1ccccc1F	-1	4	0.2	-25	-8	1	1	-11	25	2
COc1ccc(-c2ccc(-c3nc4c(c(=O)[nH]c(=O)n4Cc4ccccc4)n3C)o2)c([N+](=O)[O-])c1	0	6	-0.9	72*	-1	54	9	2	-72	-1
COc1ccc(N/C=C/c2nc(SC)nnc2C)cc1	2	-13	0.5	40	-7	-4	0	-12	-40	-3
Cc1ccccc1CN(CC(=O)Nc1cccc([N+](=O)[O-])c1)S(=O)(=O)c1ccc(Cl)cc1	0	-10	-3.1	26	-2	8	-7	6	-26	0
CC1CC(C)(C)CC2(C1)NC(=O)N(CC(=O)Nc1nccs1)C2=O (centres undefined)	0	-19	1.3	-17	-3	-2	3	-8	17	2
CCn1c(C)cc(C)c(C#N)c1=O	-5	-9	0.2	1	12	7	1	8	-1	7
CCN1CCN(c2ccc(NC(=O)COc3ccccc3Cl)cc2)CC1	-12	-6	-0.9	-1	5	-11	3	-4	1	1
Cc1ccc(/C=N/NC(=O)CN2CCN(Cc3ccccc3Cl)CC2)o1	-1	-5	-0.9	-8	0	-5	2	0	8	-2
CN1CC(=O)N(CC(=O)Nc2cccc3ccccc23)C1=O	4	-3	-0.3	19	-13	4	-4	-16	-19	-3
Cc1[nH]c2ccccc2c1C(=O)C(=O)NCCc1c[nH]c2ccccc12	12	-4	0.2	9	-2	22	-3	1	-9	-1
O=C1Nc2ccccc2C1Cc1ccccc1 (centres undefined)	-2	-4	-89	4	-5	18	-1	-8	-4	1
COC(=O)C1=CN(c2cccc(C)c2)C=C(C(=O)OC)C1c1cc(OC)c(O)c([N+](=O)[O-])c1	7	-1	0.4	-15	-1	-9	24	-4	15	4
CC(C)(C)c1cc(NC(=O)c2cccc([N+](=O)[O-])c2)no1	-3	1	1.4	24	1	-1	-2	-4	-24	-7
Cc1ccc(C(=O)Cc2ccccc2)o1	.	2	1.1	-19	-7	31	-6	5	19	1
Cc1ccc(Cl)cc1NC(=O)N[C@@H](CC(C)C)C(=O)O	-1	-1	0.3	-6	0	-12	-1	-10	6	2
COc1ccc(OCC(=O)Nc2ccc3c(c2)OCO3)cc1	0	8	-0.2	.	-29	13	-13	8	.	-3
CCOC(=O)c1ccc(N=c2sc(C(=O)OC)cc(=O)n2-c2ccc(C(=O)OCC)cc2)cc1	.	3	-0.4	12	-5	15	1	-10	-12	4
CCOc1ccc(S(=O)(=O)N(CC(=O)Nc2cccnc2)c2ccc(F)cc2)cc1	-1	11	-0.5	-10	7	0	0	-5	10	-8

Screening data from PubChem.
